yeast cln2 rad14: NCI yeast anticancer drug screen, S. cerevisiae cln2 rad14 strain; growth inhibition, % at 50 µM; 8.3% of 78,000 active;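 further: 0% = growth of vehicle-only cultures of the same strain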
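Growth inhibition, relative to vehicle-treated controls, is the read-out. The test organism is a yeast strain with defined genetic alterations, cln2 rad14.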
bub3: NCI yeast anticancer drug screen, S. cerevisiae bub3 mutant strain; growth inhibition, % at 50 µM; 9.9% of 78,000 active; AID 167;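 further: 0% = growth of vehicle-only cultures of the same strain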
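Mutant yeast screening strain plus compound; vehicle-treated cultures serve as the 0% inhibition reference.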
yeast mlh1 rad18: NCI yeast anticancer drug screen, S. cerevisiae mlh1 rad18 strain; 11% of 79,000 active; AID 175; growth inhibition, % at 50 µM;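 further: 0% = growth of vehicle-only cultures of the same strain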
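Steps: expose repair-defective yeast to compound; measure growth; express inhibition against vehicle-treated controls.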
yeast sgs1 mgt1: NCI yeast anticancer drug screen, S. cerevisiae sgs1 mgt1 strain; % growth inhibition at 50 µM; 10% of 78,000 active;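 further: 0% = growth of vehicle-only cultures of the same strain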
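Inhibition of yeast growth, normalised to vehicle-treated controls, is reported for a strain bearing genetic alterations in DNA damage repair.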
rad50: NCI yeast anticancer drug screen, S. cerevisiae rad50 strain | growth inhibition, % at 50 µM | 10% of 79,000 active;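 further: 0% = growth of vehicle-only cultures of the same strain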
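DNA repair mutant yeast, compound exposure, growth read-out; inhibition is taken relative to vehicle.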
mec2-1: NCI yeast anticancer drug screen, S. cerevisiae mec2-1 strain; 9% of 79,000 active; AID 157; % growth inhibition at 50 µM;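 further: 0% = growth of vehicle-only cultures of the same strain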
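Readout is yeast growth inhibition, normalised to vehicle-treated controls, in the mec2-1 strain exposed to compound.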
Active calls of the source: *; & = joins results of further samples. No stated cut-off is given here; in the data, active means growth inhibition above about 70%; inactive means the rest.

Below each SMILES – rad50 | yeast cln2 rad14 | mec2-1 | yeast mlh1 rad18 | bub3 | yeast sgs1 mgt1
- OCC1OC(O)C(N=Cc2ccc3c(c2)OCO3)C(O)C1O (centres undefined)
 : 13.7 | 1.4 | -14.6 | -19.9 | -20.6 | -14.2
- COc1ccc(C2=Nn3c(nc4sc(-c5ccccc5)cc4c3=O)SC2)cc1
 : -16.9 | 3.5 | -9.2 | -16.0 | -8.1 | -25.6
- CN(C)C[C@@H]1OCCOCCO[C@@H](CN(C)C)[C@H](CN(C)C)OCCOCCO[C@H]1CN(C)C
 : -16.8 | -34.5 | -16.6 | -45.5 | -1.6 | 0.7
- COc1ccc(/C(Br)=C2\OC(=O)c3ccccc32)cc1
 : -8.0 | -35.1 | -19.9 | -6.9 | 18.4 | -13.4
- CC(=O)OC1C(=O)OCC23CCC(C)=CC2OC2CC(OC(=O)/C=C/C=C/C(=O)OCCC1C)C3(C)C21CO1 (centres undefined)
 : -35.5 | -4.4 | -4.5 | -19.6 | -22.6 | -31.3
- N#Cc1ccc(/C=C2\Cc3ccccc3C2=O)cc1
 : -30.6 | 9.5 | -29.7 | 3.5 | -18.8 | -35.0
- CCn1c2ccccc2n2c(=O)c(Cc3ccccc3)c(C)c(C#N)c12
 : 17.8 | 14.2 | 8.1 | 27.7 | 19.1 | 33.6
- OCC1NCC(O)C(O)C1O (centres undefined)
 : -6.6 | 2.3 | -11.6 | 7.2 | -8.3 | -14.4
- C[N+](C)(C)/N=C(/c1ccccc1)C1CCCCC1
 : -20.2 | -43.5 | -2.1 | 7.7 | 0.4 | -4.3
- CN(C)C=NC1CCC(C(C)(C)C)CC1 (centres undefined)
 : 98.8* | 98.4* | 95.8* | 98.2* | 97.5* | 97.7*
- CCOC(=O)C(C#N)CCC(C)=O (centres undefined)
 : -12.3 | -24.4 | -11.1 | -28.6 | -7.8 | 17.4
- O=Cc1cc([N+](=O)[O-])cc(CCl)c1O
 : 20.7 | 20.1 | 13.2 | 27.9 | -6.5 | 15.2
- COc1ccc(-c2c3c(nc4[nH]c(=S)[nH]c(=S)c24)CCCC3)cc1OC
 : 23.9 | 38.8 | 28.8 | 9.3 | 38.5 | 56.9
- COc1ccc(CC(C)C(C(=O)O)C(=O)O)cc1OC (centres undefined)
 : 14.1 | 31.1 | -9.1 | -5.2 | 12.2 | -0.8
- CCCN(CCC)c1ccc(N=Nc2ccccc2C(=O)O)cc1
 : -2.1 | 7.5 | -16.1 | 10.8 | 14.8 | 9.5
- c1cnc2c(c1)Oc1nc3ccccc3nc1S2
 : 2.2 | 35.9 | 6.0 | 23.1 | 8.9 | 3.9
- CC1=NN(c2ccccc2)C(=O)C1N=Nc1cc(Cl)cc(S(=O)(=O)O)c1O (centres undefined)
 : 66.3 | 29.7 | 21.6 | 42.5 | 26.3 | 55.7
- Cc1cccc(C)c1N=Nc1c(N)nc(N)[nH]c1=O
 : -0.8 | -16.9 | -3.6 | 2.6 | 12.3 | 12.1
- CCC1=NS(=O)(=O)c2c(ncn2C)N1
 : 11.0 | 11.3 | 8.6 | 1.4 | 0.1 | -5.6
- C=C1C(=O)C(CCC)=C(CC)C1O (centres undefined)
 : -15.8 | -16.8 | 4.8 | -5.0 | -21.4 | 5.5
- CCCCCCCCCCCCCCCCCC1=NCC(C)O1 (centres undefined)
 : 4.6 | 19.6 | -14.0 | -10.1 | 13.3 | -0.3
- C[C@H](CCC(=O)O)[C@H]1CC[C@H]2[C@@H]3C(=O)C[C@@H]4C[C@H](O)CC[C@]4(C)[C@H]3C[C@H](O)[C@]12C
 : -10.8 | -35.2 | -15.5 | -13.1 | 7.8 | -14.1
- NCCCCCCNCc1cccc2ccccc12
 : -9.8 | 6.0 | -13.1 | -31.4 | -10.3 | -9.7
- NC(=O)N/N=C/C=C1CCCCC1
 : 7.2 | 7.2 | 9.1 | 16.6 | 2.0 | 5.9
- O=C(O)CSCCOCCSCC(=O)O
 : -15.9 | 12.1 | -54.0 | -15.6 | -16.3 | -17.1
- NC(=O)C[n+]1cccc(C(=O)Nc2ccc(Cl)cc2)c1
 : 2.3 | -23.4 | 9.3 | -0.8 | 29.2 | 4.0
- COc1ccc2c(c1)c(C)cc[n+]2C
 : -3.3 | -9.7 | 8.5 | -19.3 | -3.0 | -5.9
- Oc1ccc(Cc2nccc3cc(O)c(O)cc23)cc1O
 : 48.9 | -42.5 | -25.4 | 53.1 | 28.6 | 16.4
- O=C(c1ccco1)N(C(=S)N1CCN(c2ccccn2)CC1)C1CCCCC1
 : 73.3* | 71.8* | 86.7* | 79.3* | 79.0* | 84.3*
- O=C1CCC2CCC1C2 (centres undefined)
 : 10.1 | 15.8 | -16.6 | -28.3 | -36.7 | -41.3
- O=C1OCc2c1[nH]c(=O)[nH]c2=O
 : 1.4 | 18.1 | -14.5 | -7.7 | -6.5 | 0.0
- O=C1OC(c2ccccc2)(c2ccc(Cl)cc2)CC1/C=C(\c1ccccc1)c1ccc(Cl)cc1 (centres undefined)
 : -2.0 | -10.4 | 6.7 | 3.6 | -7.4 | 6.6
- COC1CC(NC(C)=O)C=C(/C=N\O)O1 (centres undefined)
 : 1.7 | -17.8 | -6.5 | -11.8 | -1.4 | -0.2
- COC(C)c1ccccc1/C(C)=C1/Nc2ccccc2C1=O (centres undefined)
 : 11.7 | -2.3 | 6.4 | 3.0 | 12.8 | -1.2
- COC(=O)CN(CC(=O)NCCNC(=O)OC(C)(C)C)C1CCCCC1N(CC(=O)OC)CC(=O)OC (centres undefined)
 : 0.0 | 19.8 | -32.1 | -27.6 | -33.9 | -21.7
- NC12CCC(c3ccccc31)c1ccccc12
 : 12.7 | 30.1 | 8.9 | 31.3 | 7.4 | 14.5
- CCOC(=O)C1=C(Nc2ccc(Cl)c(Cl)c2)OC/C1=N\NS(=O)(=O)c1ccc(C)cc1
 : 17.6 | 51.6 | 51.9 | 64.2 | 63.0 | 80.3*
- O=C(Nc1ccccc1F)OCCc1ccccn1
 : 13.1 | 18.6 | 15.7 | 8.8 | 30.4 | 3.6
- O=C(/C=C\c1ccc([N+](=O)[O-])o1)Nc1ccc(Cl)cc1
 : 90.1* | 35.1 | 27.5 | 92.8* | 10.4 | 90.0*
- CCCCOc1ccc(C(=O)C(C(c2ccccc2)N2CCOCC2)N2CCOCC2)cc1 (centres undefined)
 : -7.8 | -6.8 | -4.8 | 9.2 | -12.2 | -9.4
- CN(C)C(=S)/N=C1\SC(=Nc2ccccc2)C(=Nc2ccccc2)N1c1ccc([N+](=O)[O-])cc1
 : -3.3 | -32.0 | -11.1 | -13.8 | 0.0 | -7.2
- COc1ccc(C(CC(=O)O)c2ccc(OC)c(OC)c2)c(OC)c1 (centres undefined)
 : 3.4 | -59.9 | -1.2 | 5.2 | -1.6 | -6.7
- Cc1ccc(N)c(Cc2c(O)ccc3ccccc23)c1
 : 98.2* | 98.5* | 98.7* | 98.6* | 98.7* | 98.8*
- O=NN(CCCl)C(=O)NC1OC(CO)C(O)C(O)C1O (centres undefined)
 : 25.1 | 21.1 | 2.8 | 40.4 | 0.6 | 28.2
- CC(C)(CO)N1CCN(C(=S)Nc2ccccc2)CC1
 : 17.9 | -1.9 | -2.6 | 17.8 | -10.8 | -0.3
- Cc1ccc(S(=O)(=O)NC(=O)N2CCN(C)CC2)cc1
 : -2.3 | -4.0 | 2.4 | 6.9 | 6.7 | 15.5
- CSCS(=O)C[C@H](CO)NC(=O)/C=C/c1c(C)[nH]c(=O)[nH]c1=O (some centres undefined)
 : 84.5* | 62.7 | 78.6* | 85.1* | 88.7* | 83.0*
- CCOC(=O)CCN1C(=O)C(=O)N(c2ccc(OC)cc2)C1=S
 : -7.0 | -57.1 | -6.6 | -5.6 | 5.0 | 3.8
- CC(=O)OCC1OC(n2c(C)cc(-c3ccco3)c(C#N)c2=S)C(OC(C)=O)C(OC(C)=O)C1OC(C)=O (centres undefined)
 : 7.1 | -16.4 | -6.2 | 6.8 | -0.2 | -21.8
- Cc1ccc(-n2ncc3c(N)ncnc32)cc1
 : 10.2 | -19.0 | 12.4 | -14.2 | -7.8 | 2.6
- Cc1ccc(S(=O)(=O)OCCOc2ccc(C(C)(C)CC(C)(C)C)cc2)cc1
 : 43.9 | -6.2 | -15.6 | 8.8 | -1.6 | 30.5
- CC1(c2ccccc2)CCC/C1=N/NC(N)=O (centres undefined)
 : -3.4 | 10.4 | -1.3 | -18.5 | -6.3 | -6.4
- CC1=CC(=O)c2ccc3c4ccccc4n(C)c3c2C1=O
 : -16.7 | 0.2 | -35.1 | -19.9 | -2.9 | -13.9
- CCOC(=O)c1sc(N)nc1C
 : -17.8 | -21.9 | -12.2 | 0.3 | -11.5 | -17.2
- Clc1ccc(OCc2sc3ccc(Br)cc3c2CN2CCc3ccccc3C2)cc1
 : -0.8 | -13.1 | -10.8 | 9.6 | 1.9 | -3.5
- O=C(O)C1CCC1
 : 32.9 | 46.8 | 15.1 | -17.8 | 60.2 | 14.6
- COc1ccc(C)cc1NC(=O)Nc1ccccc1F
 : 6.9 | 3.3 | 15.2 | 5.2 | -0.4 | 6.2
- O=C(Nc1ccc(Br)cc1)Oc1ccc(-c2ccccc2)cc1
 : 28.9 | 18.1 | 9.2 | 18.4 | 41.8 | 4.6
- O=C(O)c1c[nH]c2ccccc2c1=O
 : 5.0 | -21.5 | -8.2 | 1.6 | 1.6 | 5.7
- COC1=C2CCC3c4cc(OC)c(OC)cc4CC[N+]3=C2CC1 (centres undefined)
 : 1.7 | -6.1 | 7.2 | 10.7 | -3.4 | 2.6

Going on with the list.
Below each SMILES – rad50 | yeast cln2 rad14 | mec2-1 | yeast mlh1 rad18 | bub3 | yeast sgs1 mgt1
- CC(C)(C)OC(=O)C1(C(=O)OC(C)(C)C)C2CCCCC21 (centres undefined)
 : 12.4 | 9.8 | 17.1 | 2.9 | 6.0 | 10.0
- CC(=O)OCC1OC(OC(C)=O)C(NC#N)C(OC(C)=O)C1OC(C)=O (centres undefined)
 : -28.1 | -2.2 | -37.2 | -48.0 | -34.2 | -49.0
- CCOC(=O)c1ccc(N=C2SC(=S)N(c3ccc(F)cc3)C2=Nc2ccc(C(=O)OCC)cc2)cc1
 : 34.3 | 36.8 | 23.4 | 46.2 | 45.6 | 61.0
- COC(=O)Cc1nc2ccccc2s1
 : 99.2* | 97.3* | 99.5* | 99.0* | 98.5* | 99.3*
- COc1ccc(Cc2cc3c(cc2OCC(=O)Nc2nccs2)OCO3)cc1
 : -3.1 | -34.2 | -7.0 | -5.0 | 2.7 | -3.7
- CC(C)=CCOc1ccc(-c2coc3cc4c(c(O)c3c2=O)C=CC(C)(C)O4)cc1
 : 15.7 | 13.3 | 3.1 | 26.8 | 24.0 | 15.9
- CC(=O)c1cccc(NC(=O)/C(=N\NC(C)(C)C)c2c(O)c3ccccc3oc2=O)c1
 : 0.9 | 13.1 | -2.9 | 13.8 | 15.8 | 3.6
- COc1ccc(NC(=O)CC(=O)N/N=C(/C)c2cc3cc(N=Nc4ccccc4Cl)ccc3oc2=O)cc1
 : 11.3 | 34.0 | 14.2 | -10.2 | -11.8 | 24.1
- Clc1nc(C(Cl)Cl)nc2ccccc12
 : 9.7 | 2.9 | 10.8 | 12.4 | 16.1 | 14.2
- Cc1ccc(C(=O)Nc2ccc(CP(=O)(O)O)cc2)cc1NC(=O)c1cccc(N)c1
 : -27.2 | 0.9 | -14.7 | 4.2 | -9.0 | -20.4
- CC1=C(C(=S)Nc2ccc(Cl)c(C(=O)OC(C)C)c2)SCCO1
 : 89.6* | 47.4 | 90.2* | 63.8 | 87.1* | 91.5*
- NCCCS(=O)(=O)O
 : -17.6 | 4.0 | -27.3 | -22.2 | -26.6 | -32.8
- C[CH2][Sn]([CH2]C)([N](c1ccccn1)c1ccccn1)[N](c1ccccn1)c1ccccn1
 : -1.8 | 4.3 | -2.2 | -25.1 | -0.6 | -26.2
- O=[N+]([O-])c1nccn1CCCN=c1c2ccccc2n(O)c2ccccc12
 : 8.9 | -5.8 | -16.4 | -33.4 | -12.7 | -5.8
- CSc1ccccc1C=Nc1ccccc1O
 : 37.6 | -28.2 | 26.9 | 40.4 | 57.4 | 14.8
- O=P1(c2ccccc2)OCC2=C(c3ccccc3)CC2=C1c1ccccc1 (centres undefined)
 : 16.1 | 10.1 | 12.2 | 19.9 | -2.0 | 4.7
- NC(=O)C(=CNC(=S)Nc1ccc(S(=O)(=O)Nc2ccccn2)cc1)C(N)=O
 : -31.8 | -4.1 | -8.3 | -26.8 | 11.3 | 22.3
- O=C1OC(c2ccccc2)=N/C1=C\c1cc2c(cc1Cl)OCO2
 : 4.0 | -25.3 | 11.7 | 20.1 | -5.7 | 16.1
- O=C(c1ccccc1)c1ccc(C(=O)c2ccccc2)cc1
 : -0.3 | -6.2 | -1.9 | -19.3 | -9.3 | -19.2
- CCOC(=O)c1ccc2ncccc2c1
 : -3.6&-20.1 | -13.0&-16.0 | 3.0&-6.3 | 4.5&3.6 | -7.2&-1.4 | -3.1&12.3
